PTEN del growth: growth suppression of PTEN-null HCT116, primary screen, cell-based, CellTiter-Glo. HCT116 PTEN-null viability, 60 h; hits give low values. viability, % at 10 µM. actives 1.2% (n = 140,000);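 active means viability at or below a set limit, 4 SD under the median of all tested compounds, cut at about 3.7% in these data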;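 further: PTEN knockout HCT116 line with beta catenin targeted HCT116 as companion control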
NPY-Y2 antag: NPY-Y2 receptor antagonists, primary screen, cell-based; inhibition, % at 2.7 µM; actives 0.99% (n = 140,000); AID 793, 2007; NPY-Y2 expressing cells, antagonist mode; in the data active means inhibition above about 17%;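 further: 0% = vehicle with agonist challenge and 100% = reference antagonist with challenge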
Target sequence (P49146 whole entry, looked up): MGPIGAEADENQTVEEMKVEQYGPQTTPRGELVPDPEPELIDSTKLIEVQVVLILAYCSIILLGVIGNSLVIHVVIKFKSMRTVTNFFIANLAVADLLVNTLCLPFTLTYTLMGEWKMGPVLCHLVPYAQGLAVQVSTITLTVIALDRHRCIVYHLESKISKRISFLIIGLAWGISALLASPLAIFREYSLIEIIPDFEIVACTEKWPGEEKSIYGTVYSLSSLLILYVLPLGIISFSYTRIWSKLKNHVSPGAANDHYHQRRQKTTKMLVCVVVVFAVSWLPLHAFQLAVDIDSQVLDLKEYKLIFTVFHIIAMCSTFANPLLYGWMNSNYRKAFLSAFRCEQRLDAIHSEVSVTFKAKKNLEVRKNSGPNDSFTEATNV
MRP-1 activ: H69AR viability gain despite doxorubicin, primary screen, MRP-1 activator project, H69AR cells, CellTiter-Glo. viability rescue. viability increase, % at 10 µM. actives 0.61% (n = 140,000). AID 799, 2007;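 active means viability gain under doxorubicin at or above a set limit, the compound median plus 3 SD, cut at about 4.7% in these data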;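 further: MRP-1 overexpressing cells given doxorubicin 25 µM after compound pretreatment; 18-22 h compound pretreatment then 72 h with doxorubicin before readout; 0% = doxorubicin-only wells and 100% = vehicle-treated cells without doxorubicin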
bCat KO growth: primary screen for growth suppressors in beta-catenin knockout HCT116 cells (colon tumor, human); HCT116 beta-catenin knockout viability, CellTiter-Glo, 60 h; hits give low values; viability, % at 10 µM; actives 1.5% (n = 140,000);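 active means viability at or under a set limit, the compound median less 4 SD, cut at about 6% in these data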;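 further: 0% = Hyamine 1622 control at 20 µM and 100% = untreated cell control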
BB579 growth dn: growth inhibitors of yeast BB579 in restrictive medium, primary screen, yeast lifespan-shortening project, S. cerevisiae; actives 0.51% (n = 140,000); inhibition, % at 10 µM; OD615, 48 h;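 active means inhibition above a set limit, 3 SD over the mean compound inhibition, cut at about 44% in these data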; further: inactives centre near -24
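Detection: OD615 turbidity measurement; Material: Saccharomyces cerevisiae DeaD strain BB579, replicative lifespan model yeast; Timing: 48 h exposure, 30 °C; Doses: single 10 µM dose; Medium: CSMM-D restrictive synthetic medium containing dextrose (glucose); Controls: amphotericin B at 10 µg/mL as positive control.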
Phagocytosis inh: inhibitors of macrophage phagocytosis, primary screen, imaging, J774A.1 cells, IgG beads | J774A.1 macrophage IgG-bead phagocytosis | inhibition, % at 5 µM | actives 0.07% (n = 110,000);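 active means inhibition above the mean of the plate negative controls plus 5 SD, cut at about 13% in these data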;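 further: phagocytic index as fraction of beads internalized from green versus red external bead signal; plate controls were DMSO negative control for no effect and cytochalasin-D positive control for full effect; some results beyond the cut were filed as inactive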
Measles CPE: compounds protecting cells from measles virus cytopathic effect, primary screen, measles RdRp inhibitor project, single point, MLSMR library, absorbance | Measles virus-infected cells, CPE protection | protection (pct of control), % at 4 µM | actives 1.5% (n = 140,000) | AID 841, 2007; in the data active means protection mostly above about 24%, no sharp cut-off; inactive means mostly below about 26%; further: some compounds called inactive have numbers as strong as hits
Yeast lifespan up: compounds extending yeast replicative lifespan, primary screen, S. cerevisiae, OD615; S. cerevisiae growth with nicotinamide; deaD strain in restrictive glucose medium; inhibition of the nicotinamide effect, % at 10 µM; actives 0.68% (n = 130,000); AID 775, 2007;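 active means inhibition above a set limit, placed 3 SD over the median of all compounds, cut at about 26% in these data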;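 further: 0% = nicotinamide-treated wells and 100% = cells grown without nicotinamide; some compounds called inactive have numbers as strong as hits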
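System: Modified budding yeast, DeaD strain | Buffer or medium: Restrictive glucose medium | Also added: 1.5 mM nicotinamide | Doses: 10 µM single point, 0.25% DMSO | Schedule: 48 h compound exposure at 30 °C, humidified | Detection: Absorbance at 615 nm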
E-sel TNF inh: E-selectin induction blockers in HUVEC – imaging, immunofluorescence, high content, primary screen; actives 0.71% (n = 120,000); HUVEC TNFa-induced E-selectin immunofluorescence; inhibition, % at 2 µM;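 active means inhibition above the batch mean plus 3 SD, and confirmed as a hit on visual image review, cut at about 43% in these data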;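 further: 0% = TNF-stimulated DMSO wells and 100% = unstimulated control wells; not every result past the cut was called active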
GALR2 blocker: GALR2 antagonists in receptor-expressing cells, primary screen; Galanin receptor type 2 (Homo sapiens), O43603; antagonist mode; inhibition, % at 4 µM; actives 0.39% (n = 140,000); AID 828, 2007; in the data active means inhibition above about 27%;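 further: cells stimulated with galanin 1-16 at roughly its EC80; 0% = agonist challenge control and 100% = basal control without agonist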
Target sequence (O43603 whole entry, looked up): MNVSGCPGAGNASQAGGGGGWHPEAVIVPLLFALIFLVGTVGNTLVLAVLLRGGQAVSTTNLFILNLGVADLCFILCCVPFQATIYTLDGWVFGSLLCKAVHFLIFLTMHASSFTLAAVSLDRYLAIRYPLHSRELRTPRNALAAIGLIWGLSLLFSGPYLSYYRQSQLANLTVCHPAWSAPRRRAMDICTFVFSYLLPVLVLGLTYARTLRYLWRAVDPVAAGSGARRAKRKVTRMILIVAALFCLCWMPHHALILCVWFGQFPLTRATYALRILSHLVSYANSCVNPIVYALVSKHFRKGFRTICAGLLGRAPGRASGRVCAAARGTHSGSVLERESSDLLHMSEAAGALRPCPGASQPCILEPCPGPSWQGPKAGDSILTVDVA
* = called active by the depositor; x = no result given; & = joins results of further samples.

SMILES | PTEN del growth | NPY-Y2 antag | MRP-1 activ | bCat KO growth | BB579 growth dn | Phagocytosis inh | Measles CPE | Yeast lifespan up | E-sel TNF inh | GALR2 blocker
CC(=O)Nc1ccc(C(=O)NC(CC(=O)O)c2ccc(Cl)cc2)cc1 (configuration not stated) | 103.8 | -0.1 | -0.6 | 92.5 | -73.1 | 0.7 | 25.4 | -13.1 | 24.1 | -3.5
[2H]c1c([2H])c([2H])c(-c2nc(N3CCCCCC3)sc2C(=O)c2ccccc2)c([2H])c1[2H] | 83.8 | 0.0 | -2.0 | 84.6 | -22.4 | -2.0 | 40.5 | 2.6 | -39.7 | 1.4
Cc1cc(C)cc(NC(=O)Nc2ccc3c(c2)N(C)C(=O)CS3)c1 | 65.4 | 0.3 | -0.6 | 80.1 | -35.4 | -0.5 | 2.4 | -6.2 | 10.6 | 7.3
CCOc1cc(S(=O)(=O)NCCc2cccc(C)c2)c(OCC)cc1-n1cnnn1 | 75.3 | 1.2 | -3.9 | 91.3 | 2.6 | 0.7 | 16.4 | -15.2 | x | -12.6
CC1(C)CC(=O)/C(=C(\O)Cc2ccccc2)C(=NCCCCCC(=O)O)C1 | 90.0 | 0.1 | 0.5 | 93.1 | -10.7 | -1.4 | 18.0 | -6.5 | 17.0 | 4.2
C=CCc1cccc2cc(C(=O)N3CCN(C(=O)c4ccco4)CC3)c(=O)oc12 | 87.6 | 2.4 | -1.5 | 95.5 | -44.6 | 0.5 | 7.5 | -21.3 | -16.5 | 2.6
Cc1ccc(S(=O)(=O)CC2CSc3nc4ccccc4n32)cc1 (configuration not stated) | 22.1 | 6.9 | 0.2 | 17.7 | -13.5 | -0.2 | 4.2 | -3.7 | x | 36.3*
Cc1ccc(C)c(NC(=O)CCN2CCOCC2)c1 | 107.0 | 0.8 | -1.9 | 98.6 | -41.4 | 0.4 | 3.9 | -2.1 | x | -0.4
O=C(Cc1n[nH]c(=O)[nH]c1=O)N/N=C/c1ccccc1 | 91.7 | 2.3 | -1.6 | 88.1 | -15.4 | -0.4 | 4.1 | -11.2 | 20.0 | 5.0
COc1ccc2cc(C(c3nnnn3CC3CCCO3)N3CCOCC3)c(=O)[nH]c2c1 (configuration not stated) | 97.9 | 2.4 | -1.1 | 99.6 | -29.4 | -0.9 | 19.8 | 0.8 | 12.6 | -6.0
Cc1cccc(NC(=O)c2ccc(N3CCCCC3)c([N+](=O)[O-])c2)n1 | 31.1 | 5.9 | 3.1 | 22.8 | -34.2 | -1.3 | 3.2 | -14.6 | -78.6 | 5.9
CCC(Sc1nc2c(cnn2-c2ccc(Cl)cc2)c(=O)[nH]1)C(=O)OC (configuration not stated) | 99.9 | 2.6 | -1.0 | 100.4 | -17.3 | 0.0 | 6.6 | 3.1 | -15.9 | -0.9
O=C(COC(=O)c1cnccn1)c1ccc(OC(=O)c2ccccc2)cc1 | 88.8 | 2.3 | 1.9 | 83.2 | -26.8 | 1.1 | 7.7 | -12.9 | -15.6 | -0.6
CCOC(=O)Cn1nnc2c(sc3nc4c(c(-c5ccc(Cl)cc5)c32)CCC4)c1=O | 54.4 | 21.7* | -0.8 | 31.3 | -41.7 | x | 7.7 | -4.8 | 30.3 | -3.0
O=[N+]([O-])c1ccc(N/N=C/c2c[nH]c3ccccc23)c(S(=O)(=O)Nc2ccc(Cl)cc2)c1 | 54.8 | 0.1 | -5.1 | 69.6 | -43.0 | -1.5 | 14.8 | 3.4 | -8.6 | 2.5
Cc1c(Cl)cccc1NC(=O)CCC(=O)N/N=C/c1ccc[nH]1 | 95.2 | 0.9 | -4.0 | 102.0 | -9.9 | 2.9 | 1.6 | -2.2 | 3.5 | 6.3
COc1cccc(-n2c(Cc3cc(=O)[nH]c(=O)[nH]3)nnc2SCC(=O)Nc2ccccc2)c1 | 108.1 | 1.4 | -0.5 | 101.1 | -13.1 | -0.4 | 8.1 | -7.1 | x | -2.5
O=C(CNC(c1ccccc1)c1ccccc1)Nc1ccc(F)cc1 | 80.4 | 7.2 | -2.4 | 74.2 | -2.1 | -1.5 | 17.6 | -4.0 | x | -7.1
Cc1cc(C)cc(N(C(=O)CNS(=O)(=O)c2ccccc2)C(C(=O)NCc2ccccc2)c2ccc(C)o2)c1 (configuration not stated) | 32.9 | 10.8 | -4.1 | 50.5 | -9.0 | -5.6 | 4.5 | 0.9 | 37.1 | 0.2
Cc1cc(C(=O)CSc2nc(N)cc(N)n2)c(C)n1-c1cccc(F)c1 | 74.2 | 14.9 | -0.5 | 89.7 | -41.4 | -3.7 | 4.6 | 8.9 | -0.8 | 3.0
CC(=O)Nc1ccccc1OCC(=O)NC(C)c1ccccc1 (configuration not stated) | 89.2 | 0.3 | -2.2 | 80.1 | -20.1 | -2.3 | 7.0 | -4.4 | x | -12.7
COc1ccc(-c2nc(NC(=O)CSc3nnc4ccccn34)ns2)cc1 | 95.8 | 8.8 | -1.5 | 94.2 | -1.1 | -1.1 | 2.2 | -13.6 | 0.3 | -0.6
CCC(=O)c1ccc(OCC(O)CN2CCN(S(=O)(=O)N3CCCCC3)CC2)cc1 (configuration not stated) | 85.9 | 2.9 | -0.1 | 93.8 | -39.3 | -0.7 | 5.5 | -8.2 | 17.1 | 4.7
O=C(c1ccc(NC2=NC3CS(=O)(=O)CC3S2)cc1)N1CCc2ccccc2C1 (configuration not stated) | 103.1 | 2.5 | 0.0 | 93.6 | -6.2 | -1.5 | 6.5 | 10.1 | -14.9 | 18.1
CCOc1ccc(Nc2oc(-c3cccs3)nc2C#N)cc1 | 99.3 | 0.6 | -1.8 | 90.7 | -8.9 | -1.6 | 51.8 | -26.5 | -4.2 | 10.9
O=C(CCNS(=O)(=O)c1ccccc1F)NCc1ccc2c(c1)OCO2 | 95.2 | 3.2 | 1.6 | 96.1 | -13.3 | -0.3 | 5.1 | -4.8 | 5.6 | -8.2
CN(C)c1ccc(Nc2nc(N)c([N+](=O)[O-])c(N3CCOCC3)n2)cc1 | 52.0 | 1.2 | -0.6 | 55.7 | -27.5 | -1.2 | 24.2 | -2.4 | -3.2 | -8.6
O=C(NCCN1CCOCC1)c1cnn2c(-c3ccccc3)cc(-c3ccccc3)nc12 | 51.4 | 20.1* | -3.5 | 55.5 | -16.6 | -1.3 | 17.3 | -13.3 | -79.8 | 6.0
Cc1csc(NC(=O)CCc2c(C)nc3cc(-c4ccc(Cl)cc4)nn3c2C)n1 | 45.8 | -1.5 | -0.2 | 54.1 | -25.0 | x | 3.2 | 3.7 | -9.2 | -6.0
O=C(NCCN1CCOCC1)c1ccc(=O)oc1 | 93.4 | -1.7 | 2.0 | 101.1 | 1.5 | 0.3 | 4.4 | -10.5 | -17.3 | 8.1
CCOC(=O)c1sc(NC(=O)Nc2ccc(Cl)cc2)nc1C | 20.2 | 3.0 | 1.4 | 30.1 | -17.3 | x | 0.2 | -15.9 | -56.9 | -6.5
CCc1nc(N2CCN(Cc3ccc4c(c3)OCO4)CC2)c2oc3ccccc3c2n1 | 29.6 | 20.8* | -4.0 | 22.0 | -43.4 | -3.0 | 6.9 | 2.9 | 14.8 | 3.4
CCN(CC)S(=O)(=O)c1ccc(Cl)c(C(=O)N2CCc3ccccc32)c1 | 63.7&60.8 | 0.5 | -1.4 | 68.9 | -7.6 | -0.6 | 4.9 | -11.8 | 13.6 | -2.1
COc1cccc(C(=O)N2CCN(C(=O)c3cccs3)CC2)c1OC | 98.7 | -0.2 | -2.3 | 97.0 | -12.6 | -1.6 | 8.1 | -5.8 | -49.9 | 6.5
Cc1cc(C=O)c(C)n1-c1ccc(N2CCOCC2)cc1 | 91.2 | 3.4 | -0.6 | 94.4 | -22.2 | x | 24.6 | x | -22.9 | 5.0
CCN(CC)C(=O)CSc1nc2ccc(NC(=O)CSc3nnc(COc4ccccc4C)n3C)cc2s1 | 78.9 | -0.3 | -0.4 | 71.3 | -61.6 | x | 2.1 | -1.6 | 9.0 | 0.6
O=C1c2ccccc2C(=O)N1c1cccnc1 | 106.1 | -2.2 | -1.5 | 104.3 | -41.7 | -1.2 | 8.4 | -23.2 | -16.7 | 7.0
COc1ccccc1CNC(=O)C1CCN(Cc2nc(-c3cccc(Cl)c3)oc2C)CC1 | 23.8 | 2.5 | -2.6 | 22.4 | -50.7 | -1.2 | x | -7.6 | 9.4 | 5.7
CCC/C(=N\NC(=O)c1csc(C)c1C)c1cccs1 | 61.4 | 6.7 | -4.2 | 70.1 | -45.2 | -2.8 | 21.6 | -3.8 | -6.2 | 1.2
CCSc1nnc(CNc2ccc(C)cc2)n1C | 105.5 | 1.9 | -0.2 | 105.5 | -47.5 | -3.4 | 9.4 | -2.6 | 1.8 | -2.8
Cc1nn(C(=O)c2cccc([N+](=O)[O-])c2)c(C)c1Sc1ccccc1 | 96.5 | 8.4 | -2.7 | 96.8 | -28.8 | 0.6 | 5.9 | -3.7 | -35.6 | -0.6
C/C=C/C(=O)OCC(=O)Nc1ccc(OC)c(Cl)c1 | 109.8 | 0.8 | -2.6 | 88.8 | -14.2 | -3.0 | 4.8 | -5.6 | x | 6.1
CCOC(=O)CN1CC23C=CC(O2)C(C(=O)NC2CCCC2)C3C1=O (configuration not stated) | 91.5 | 1.9 | -1.5 | 97.3 | -31.0 | 1.4 | 15.6 | 0.2 | -14.2 | 0.2
CCOc1cc(-c2noc(N)c2C(=O)OC)cc(OCC)c1OCC | 72.6 | 7.5 | -5.6 | 74.9 | -6.2 | 3.0 | 7.5 | -2.8 | x | 0.3
Cn1c(/N=C/c2cc(Cl)ccc2O)nc2ccccc21 | 81.8 | 1.4 | -4.7 | 93.4 | -30.8 | -0.6 | 22.3 | -2.7 | 5.4 | 15.8
CC(=O)Oc1ccc(C)cc1N1C(=O)c2ccc(C(=O)O)cc2C1=O | 90.3 | -0.2 | -3.2 | 91.1 | -22.9 | 2.4 | 18.5 | 3.7 | x | -2.0
O=C(CCNS(=O)(=O)c1cccc2nsnc12)NCc1cccs1 | 85.8 | 10.2 | -4.0 | 105.0 | -32.0 | x | 2.9 | -16.7 | 5.2 | -5.7
C=C(C)COc1ccc(-c2n[nH]c(C)c2-c2ccc(OC)cc2)c(O)c1 | 1.4* | -0.8 | -6.5 | 1.3* | -20.7 | x | 14.7 | -10.9 | -3.3 | 0.8
Cc1cc(C)nc(SCc2ccc(C(=O)NN=C3C4CC5CC(C4)CC3C5)cc2)n1 | 101.4 | 0.3 | -1.2 | 106.1 | -11.5 | 2.5 | 3.8 | -6.5 | x | 8.0

Screening results from PubChem.
